Assay outcomes from PubChem.
bovine MsrA act: activates bovine MsrA enzyme | purified bovine MsrA, absorbance read-out | 360,000 tested, 0.3% active | activation, % at 10.6 µM; in the data active = activation above about 7.5%;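 also: 0% = vehicle and 100% = reference activator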
Rpn11 inh: Rpn11 (human) deubiquitinase inhibition; 360,000 tested, 0.59% active; O00487; human 26S proteasome, Ub4-pepOG fluorescence polarization; 20S core pre-blocked with epoxomicin; calls only at 20 µM;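 active = inhibition at 20 µM, scaled to each plate's controls, above about 33%, limit read from the data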
Target sequence (O00487 whole entry, looked up): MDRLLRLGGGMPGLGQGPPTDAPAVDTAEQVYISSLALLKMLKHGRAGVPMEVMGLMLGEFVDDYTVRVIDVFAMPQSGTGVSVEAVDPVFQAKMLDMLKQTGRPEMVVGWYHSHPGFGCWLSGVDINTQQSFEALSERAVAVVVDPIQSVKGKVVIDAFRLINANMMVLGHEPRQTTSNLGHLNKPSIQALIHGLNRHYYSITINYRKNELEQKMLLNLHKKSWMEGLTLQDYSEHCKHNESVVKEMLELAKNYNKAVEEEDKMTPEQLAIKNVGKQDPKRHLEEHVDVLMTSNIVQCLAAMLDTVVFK
Rin1 Abl inh: human Rin1-Abl interaction inhibition | P00519+Q13671 | TR-FRET Rin1/Abl binding, biochemical | inhibition, % at 7.35 µM | 360,000 tested, 0.4% active | AID 588664; in the data active = inhibition above about 5%, passing the limit was not always enough
CSN inh: inhibitors of human CSN-mediated cullin deneddylation; Q92905; Purified CSN, SCF-Nedd8-OG deneddylation, fluorescence polarization; inhibition, % at 12.5 µM; 360,000 tested, 0.38% active;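 active = pattern-corrected inhibition above about 35%, with an unprinted fluorescence ratio check between 0.5 and 1.5, limit read from the data, passing the limit was not always enough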;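 also: 0% = enzyme with substrate and 100% = substrate without enzyme; some results filed as inactive read as strong as hits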
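Schedule: reaction 90 min, room temperature / Assay system: HEK293T-derived human Csn5 enzyme / Input: Csn5 at 0.24 nM final / Measure: inhibition of Csn5 cleavage, % / Control set: substrate-only high control, full reaction low control / Technique: fluorescence polarization of the substrate / Buffer or medium: Tris/NaCl/DTT buffer, pH 7.5 / Reagent: SCFSkp2-Nedd8OG substrate at 10 nM final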
FAS-TE inh: FAS thioesterase (human) inhibition | 360,000 tested, 0.67% active | recombinant FAS-TE, OMFH fluorogenic substrate, fluorescence endpoint | inhibition, % at 15 µM | P49327;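 active = compounds whose normalised, plate-corrected inhibition of enzyme fluorescence in the single-dose primary screen is 50% or more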;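 also: 0% = DMSO with enzyme and 100% = substrate without enzyme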
PABP1 MLLE inh: inhibitors of microRNA-mediated deadenylation, human PABP1 MLLE binding; GST-MLLE / FITC-PAM2 fluorescence polarization; inhibition, % at 20 µM; 360,000 tested, 0.36% active; AID 588489; in the data active = inhibition above about 35%, passing the limit was not always enough;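 also: plate controls were DMSO wells with GST-MLLE for no effect and wells lacking GST-MLLE protein for full effect; some results filed as inactive read as strong as hits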
eLon inh: E. coli protease La inhibition; purified E. coli Lon protease, fluorescence polarization; inhibition, % at 7.94 µM; 360,000 tested, 0.42% active; in the data active = inhibition above about 13%, passing the limit was not always enough;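 also: 0% = enzyme with probe and DMSO and 100% = no enzyme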
Target sequence (P0A9M0 whole entry, looked up): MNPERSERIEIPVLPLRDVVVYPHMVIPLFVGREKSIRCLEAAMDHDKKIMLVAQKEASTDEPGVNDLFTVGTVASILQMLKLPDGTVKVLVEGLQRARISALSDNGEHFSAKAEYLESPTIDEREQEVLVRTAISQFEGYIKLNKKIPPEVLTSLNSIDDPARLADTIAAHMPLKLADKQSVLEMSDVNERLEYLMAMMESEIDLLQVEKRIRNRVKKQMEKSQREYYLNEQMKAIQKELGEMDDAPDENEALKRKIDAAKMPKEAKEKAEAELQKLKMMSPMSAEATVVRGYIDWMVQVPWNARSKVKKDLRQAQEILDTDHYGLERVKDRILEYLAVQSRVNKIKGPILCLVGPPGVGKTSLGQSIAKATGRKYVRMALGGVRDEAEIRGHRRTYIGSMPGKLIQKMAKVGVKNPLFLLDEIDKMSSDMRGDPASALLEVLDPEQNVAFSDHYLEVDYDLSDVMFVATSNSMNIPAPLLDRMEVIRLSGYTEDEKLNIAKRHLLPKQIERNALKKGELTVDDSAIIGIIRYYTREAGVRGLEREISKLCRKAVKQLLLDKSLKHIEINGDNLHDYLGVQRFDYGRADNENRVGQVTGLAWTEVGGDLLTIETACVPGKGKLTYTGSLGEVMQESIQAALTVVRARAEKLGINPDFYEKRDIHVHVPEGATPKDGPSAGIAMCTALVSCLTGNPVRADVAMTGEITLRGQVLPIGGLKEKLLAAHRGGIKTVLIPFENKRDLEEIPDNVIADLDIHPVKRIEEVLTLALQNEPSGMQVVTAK
MsrA inhibitor: inhibits bovine methionine sulfoxide reductase A | purified bovine MsrA, absorbance read-out | inhibition, % at 15.5 µM | 360,000 tested, 0.75% active | AID 651718; in the data active = inhibition above about 4.5%;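 also: 0% = vehicle wells with enzyme and 100% = reference inhibitor wells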
MT1-MMP act inh: inhibitors of human MT1-MMP activation. P50281. HT1080 RFP-PRO-GFP cells, GFP/RFP ratio fluorescence, overnight; percent of plate control window, DMSO zero. GFP/RFP ratio change, % at 20 µM. 360,000 tested, 0.061% active;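 active = GFP/RFP ratio change of at least 30% with cell ATP level not reduced by more than half and red fluorescence within 50% of control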; also: strong numbers were not always called active
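Test system: HT1080 RFP-PRO-GFP cells; Benchmarks: DMSO and RFP-L50D-GFP cell wells; Timing: cells overnight before dosing, compound overnight, 37 °C, 5% CO2; Compound: one 20 µM compound dose with 1% DMSO; Read-out: GFP/RFP fluorescence ratio.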
An asterisk follows results filed as active.

For Cc1ccc(-c2cn3cc(C)ccc3n2)cc1 the results were bovine MsrA act -9.6, Rpn11 inh inactive, Rin1 Abl inh -2.5, CSN inh 4.8, FAS-TE inh -2.6, PABP1 MLLE inh -20.1, eLon inh 3.1, MsrA inhibitor -0.8 and MT1-MMP act inh 4.6.
N/C(=N\c1nc2c(c(=O)[nH]1)CCCC2)Nc1ccccc1Sc1ccccc1 was read as bovine MsrA act -1.6, Rpn11 inh inactive, Rin1 Abl inh 2.8, CSN inh 0.1, FAS-TE inh 51.3*, PABP1 MLLE inh -9.3, eLon inh -4.4, MsrA inhibitor 0.1 and MT1-MMP act inh 6.2.
`COc1ccc(S(=O)(=O)NN(C)C(=O)c2nn(-c3ccccc3)ccc2=O)cc1` gave bovine MsrA act -8.8, Rpn11 inh inactive, Rin1 Abl inh 1.1, CSN inh -13.8, FAS-TE inh -3.6, PABP1 MLLE inh 7.2, eLon inh 4.8, MsrA inhibitor 1.8 and MT1-MMP act inh 1.2.
Screening CN(c1ccccc1)S(=O)(=O)c1cccc(C(=O)NC2CC(C)(C)NC(C)(C)C2)c1 returned bovine MsrA act -1.7, Rpn11 inh inactive, Rin1 Abl inh -0.3, CSN inh -5.8, FAS-TE inh -11.3, PABP1 MLLE inh 15.6, eLon inh 2.0, MsrA inhibitor -0.8 and MT1-MMP act inh -2.8.
For CC1CCCCN1CCNC(=O)c1cnn2ccccc12 (configuration not stated) the results were bovine MsrA act 1.4, Rpn11 inh inactive, Rin1 Abl inh -2.0, CSN inh -1.9, FAS-TE inh -2.3, PABP1 MLLE inh 7.4, eLon inh 14.3*, MsrA inhibitor -0.6 and MT1-MMP act inh -3.7.
N#Cc1ccc(N2CCOCC2)c([N+](=O)[O-])c1 was read as bovine MsrA act -3.1, Rpn11 inh inactive, Rin1 Abl inh -1.9, CSN inh -5.9, FAS-TE inh -4.1, PABP1 MLLE inh 15.4, eLon inh 3.8, MsrA inhibitor 1.1 and MT1-MMP act inh 2.5.
CC(C)CC(=O)Nc1ccc(C(=O)COC(=O)C2CC(=O)N(Cc3ccccc3)C2)cc1 (configuration not stated) was read as bovine MsrA act -2.5, Rpn11 inh inactive, Rin1 Abl inh 6.6, CSN inh -3.3, FAS-TE inh -3.5, PABP1 MLLE inh 11.6, eLon inh -7.4, MsrA inhibitor -0.3 and MT1-MMP act inh 2.1.
For C[C@@H](C(=O)NCc1ccco1)N1C(=O)N2CCc3c([nH]c4ccccc34)[C@@]2(C)C1=O the results were bovine MsrA act -3.4, Rpn11 inh inactive, Rin1 Abl inh -0.5, CSN inh 0.8, FAS-TE inh -0.5, PABP1 MLLE inh -12.2, eLon inh -2.4, MsrA inhibitor 0.0 and MT1-MMP act inh -0.1.
CCOc1ccc(/C=C2/SC(=S)N(C(C(=O)O)c3ccccc3)C2=O)cc1OCC (configuration not stated) was read as bovine MsrA act -4.2, Rpn11 inh inactive, Rin1 Abl inh 1.8, CSN inh 1.5, FAS-TE inh -2.0, PABP1 MLLE inh -2.4, eLon inh -8.1, MsrA inhibitor -0.3 and MT1-MMP act inh 1.4.
`O=C(CCSc1nccn1Cc1ccccc1)N1CCOCC1` gave bovine MsrA act 0.3, Rpn11 inh inactive, Rin1 Abl inh 1.8, CSN inh -8.7, FAS-TE inh -6.4, PABP1 MLLE inh -134.0, eLon inh -4.4, MsrA inhibitor 0.2 and MT1-MMP act inh -47.8.
Screening Cc1cc(NS(=O)(=O)c2ccc(NC(=O)Cc3ccc(Cl)c(Cl)c3)cc2)no1 returned bovine MsrA act -3.9, Rpn11 inh inactive, Rin1 Abl inh 3.4, CSN inh -1.7, FAS-TE inh -0.5, PABP1 MLLE inh 8.6, eLon inh -0.5, MsrA inhibitor -0.6 and MT1-MMP act inh 17.2.
COc1cc2cc(CN(Cc3cccs3)C(=S)Nc3ccc(C)cc3)c(=O)[nH]c2cc1OC was read as bovine MsrA act -4.8, Rpn11 inh inactive, Rin1 Abl inh 0.0, CSN inh -15.1, FAS-TE inh 76.2*, PABP1 MLLE inh -132.1, eLon inh -3.0, MsrA inhibitor 0.9 and MT1-MMP act inh -10.6.
`Cc1ccc(Nc2c3c(nc4ncnn24)CCC3)cc1` gave bovine MsrA act 0.0, Rpn11 inh inactive, Rin1 Abl inh 0.4, CSN inh -0.2, FAS-TE inh -4.0, PABP1 MLLE inh -8.4, eLon inh -7.7, MsrA inhibitor -0.6 and MT1-MMP act inh 3.3.
CC(=O)N1CCN(c2ccc(NC(=O)c3cccc(OCc4ccccc4)c3)cc2)CC1 was read as bovine MsrA act -3.3, Rpn11 inh active, Rin1 Abl inh 3.6, CSN inh -3.9, FAS-TE inh 4.3, PABP1 MLLE inh 3.8, eLon inh -4.5, MsrA inhibitor 0.1 and MT1-MMP act inh 7.4.
Screening O=C(Nc1ccc(S(=O)(=O)Nc2ncccn2)cc1)C1COc2ccccc2O1 (configuration not stated) returned bovine MsrA act -5.2, Rpn11 inh inactive, Rin1 Abl inh -1.7, CSN inh -14.2, FAS-TE inh -5.6, PABP1 MLLE inh 4.0, eLon inh 1.0, MsrA inhibitor 0.2 and MT1-MMP act inh 1.4.
Cc1ccc2[nH]c3nc(SCCN4CCOCC4)nnc3c2c1 was read as bovine MsrA act -2.0, Rpn11 inh inactive, Rin1 Abl inh -8.7, CSN inh 0.9, FAS-TE inh -5.2, PABP1 MLLE inh 30.6, eLon inh 1.9, MsrA inhibitor 1.8 and MT1-MMP act inh 7.5.
Screening CC1CCCC(C)N1C(=O)COC(=O)CSc1ccc([N+](=O)[O-])cc1 (configuration not stated) returned bovine MsrA act 0.1, Rpn11 inh inactive, Rin1 Abl inh -1.2, CSN inh -0.2, FAS-TE inh 15.5, PABP1 MLLE inh 21.0, eLon inh -9.2, MsrA inhibitor 0.9 and MT1-MMP act inh -0.3.
Screening O=C(c1ccccc1Sc1cccc2ccccc12)N1CCOCC1 returned bovine MsrA act -2.4, Rpn11 inh inactive, Rin1 Abl inh -5.2, CSN inh 2.2, FAS-TE inh 1.9, PABP1 MLLE inh -1.5, eLon inh 0.8, MsrA inhibitor -0.3 and MT1-MMP act inh -6.7.
Screening Cn1c(=O)cc(OCCCC(=O)NCc2cccnc2)c2ccccc21 returned bovine MsrA act 5.8, Rpn11 inh inactive, Rin1 Abl inh -4.4, CSN inh 0.8, FAS-TE inh -5.7, PABP1 MLLE inh 5.0, eLon inh -1.3, MsrA inhibitor 0.1 and MT1-MMP act inh 9.2.
Screening COc1cccc(CCNS(=O)(=O)CCNC(=O)c2cccc(OC)c2)c1 returned bovine MsrA act -2.2, Rpn11 inh inactive, Rin1 Abl inh 5.3, CSN inh -0.9, FAS-TE inh -2.6, PABP1 MLLE inh -5.9, eLon inh 2.4, MsrA inhibitor 0.6 and MT1-MMP act inh -3.5.

Structural class: those above with a nitro group on carbon.
N#Cc1ccc(N2CCOCC2)c([N+](=O)[O-])c1 was read as bovine MsrA act -3.1, Rpn11 inh inactive, Rin1 Abl inh -1.9, CSN inh -5.9, FAS-TE inh -4.1, PABP1 MLLE inh 15.4, eLon inh 3.8, MsrA inhibitor 1.1 and MT1-MMP act inh 2.5.
Screening CC1CCCC(C)N1C(=O)COC(=O)CSc1ccc([N+](=O)[O-])cc1 (configuration not stated) returned bovine MsrA act 0.1, Rpn11 inh inactive, Rin1 Abl inh -1.2, CSN inh -0.2, FAS-TE inh 15.5, PABP1 MLLE inh 21.0, eLon inh -9.2, MsrA inhibitor 0.9 and MT1-MMP act inh -0.3.

Later entries.
For CCOc1cccc(/C=C/c2cc(C(=O)O)c3ccccc3n2)c1OC the results were bovine MsrA act -7.4, Rpn11 inh inactive, Rin1 Abl inh 1.1, CSN inh -4.5, FAS-TE inh -5.9, PABP1 MLLE inh -1.4, eLon inh 11.7 and MT1-MMP act inh 1.2.
Screening O=C(O)CCC(=O)Nc1cccc(C(=O)Nc2ccc(Br)cc2)c1 returned bovine MsrA act -10.6, Rpn11 inh inactive, Rin1 Abl inh 5.2, CSN inh -3.9, FAS-TE inh -1.6, PABP1 MLLE inh 11.2, eLon inh -2.8, MsrA inhibitor -1.1 and MT1-MMP act inh -1.3.
Screening O=[N+]([O-])c1ccc(NC(=S)N2CCc3ccccc3C2)cc1 returned bovine MsrA act -4.4, Rpn11 inh inactive, Rin1 Abl inh 1.1, CSN inh -19.5, FAS-TE inh 14.6, PABP1 MLLE inh -103.4, eLon inh -1.5, MsrA inhibitor 0.8 and MT1-MMP act inh -0.5.
CC(C)CN(C(=O)COC(=O)CNC(=O)c1ccc(Cl)cc1)C1CCS(=O)(=O)C1 (configuration not stated) was read as bovine MsrA act -2.6, Rpn11 inh inactive, Rin1 Abl inh 0.7, CSN inh 1.1, FAS-TE inh -3.3, PABP1 MLLE inh -2.4, eLon inh -2.6, MsrA inhibitor 1.1 and MT1-MMP act inh -0.6.
`COc1ccc(/C(C#N)=C/c2ccccn2)cc1` gave bovine MsrA act -0.1, Rpn11 inh inactive, Rin1 Abl inh -4.0, CSN inh -2.5, FAS-TE inh 2.5, PABP1 MLLE inh 0.3, eLon inh -1.4, MsrA inhibitor 3.4 and MT1-MMP act inh -1.6.
Cc1ccccc1-n1c(C)cc(/C=C(\C#N)C(=O)NCC2CCCO2)c1C (configuration not stated) was read as bovine MsrA act -1.1, Rpn11 inh inactive, Rin1 Abl inh -5.5, CSN inh 7.5, FAS-TE inh -0.1, PABP1 MLLE inh 4.4, eLon inh 4.4, MsrA inhibitor 1.0 and MT1-MMP act inh -1.4.
Screening COc1ccc(NC(=O)CSc2n[nH]c(=O)n2C2CC2)cc1Cl returned bovine MsrA act -10.2, Rpn11 inh inactive, Rin1 Abl inh -0.8, CSN inh 1.4, FAS-TE inh -4.8, PABP1 MLLE inh -17.1, eLon inh 1.4, MsrA inhibitor 0.7 and MT1-MMP act inh 3.1.
For Cc1cccc(N2CCN(C(=O)c3cc(C)oc3C)CC2C)c1 (configuration not stated) the results were bovine MsrA act -2.4, Rpn11 inh inactive, Rin1 Abl inh -0.3, CSN inh 4.7, FAS-TE inh -5.2, PABP1 MLLE inh 3.9, eLon inh 6.6, MsrA inhibitor -0.1 and MT1-MMP act inh -8.6.
C=CCSc1nnc(NC(=O)Cn2cnc3c2c(=O)n(C)c(=O)n3C)s1 was read as bovine MsrA act -2.1, Rpn11 inh inactive, Rin1 Abl inh -0.3, CSN inh -1.8, FAS-TE inh -3.6, PABP1 MLLE inh -0.3, eLon inh -0.6, MsrA inhibitor 0.9 and MT1-MMP act inh 7.2.
For CC(OC(=O)c1ccccc1NCCO)C(=O)Nc1ccnn1C(C)C (configuration not stated) the results were bovine MsrA act -1.1, Rpn11 inh inactive, Rin1 Abl inh 44.6*, CSN inh -7.1, FAS-TE inh -5.5, PABP1 MLLE inh 6.5, eLon inh -3.9, MsrA inhibitor -0.4 and MT1-MMP act inh 4.5.
For COc1ccc(NC(=O)CN(C)C(=O)c2ccc(NS(=O)(=O)c3ccc(C)c([N+](=O)[O-])c3)cc2)cc1 the results were bovine MsrA act -0.1, Rpn11 inh inactive, Rin1 Abl inh -4.4, CSN inh -4.2, FAS-TE inh -0.3, PABP1 MLLE inh 3.1, eLon inh 0.5, MsrA inhibitor -0.8 and MT1-MMP act inh 2.3.
